# Source: PubChem (National Center for Advancing Translational Sciences (NCATS))
# PTHR1 ag: PTHR1 (human) receptor agonism; 410,000 tested, 0.075% active; HEK293 GP2 PTHR1 cells, GloSensor cAMP luminescence, 1 h; Potency, µM (top dose mostly 115 µM), inactives show at the highest dose activation, hits mostly activators; Q03431; AID 743266; further: potency means the concentration at half of the fitted maximal effect; nearly all actives have a fitted effect of over 55% in size; some results filed as inactive show a strong effect at the top dose; inactives centre near -15; many of its hits are not listed in these tables
#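 HEK-293-derived GP2 cells expressing PTHR1 and a GloSensor cAMP reporter, 3,000/well, plated overnight, given luciferin plus IBMX (each 0.5 mM as added) for 1 h at 37 °C, then compound for 1 h at 37 °C. Luminescence was read after 15 min at room temperature.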
# EPAC1 antag: antagonists of human EPAC1. O95398. EPAC1 GEF assay, Rap1b-BODIPY-GDP exchange fluorescence. Potency, µM (series often up to 115 µM), inactives show top-dose activity change, negative = inhibition, hits mostly inhibitors. 360,000 tested, 0.14% active. AID 720709;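 further: potency means the concentration at half of the fitted maximal effect; plate controls were vehicle for no effect and positive control for full effect; nearly all actives have a fitted effect of over 50% in size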
# Target sequence (O95398 whole entry, looked up): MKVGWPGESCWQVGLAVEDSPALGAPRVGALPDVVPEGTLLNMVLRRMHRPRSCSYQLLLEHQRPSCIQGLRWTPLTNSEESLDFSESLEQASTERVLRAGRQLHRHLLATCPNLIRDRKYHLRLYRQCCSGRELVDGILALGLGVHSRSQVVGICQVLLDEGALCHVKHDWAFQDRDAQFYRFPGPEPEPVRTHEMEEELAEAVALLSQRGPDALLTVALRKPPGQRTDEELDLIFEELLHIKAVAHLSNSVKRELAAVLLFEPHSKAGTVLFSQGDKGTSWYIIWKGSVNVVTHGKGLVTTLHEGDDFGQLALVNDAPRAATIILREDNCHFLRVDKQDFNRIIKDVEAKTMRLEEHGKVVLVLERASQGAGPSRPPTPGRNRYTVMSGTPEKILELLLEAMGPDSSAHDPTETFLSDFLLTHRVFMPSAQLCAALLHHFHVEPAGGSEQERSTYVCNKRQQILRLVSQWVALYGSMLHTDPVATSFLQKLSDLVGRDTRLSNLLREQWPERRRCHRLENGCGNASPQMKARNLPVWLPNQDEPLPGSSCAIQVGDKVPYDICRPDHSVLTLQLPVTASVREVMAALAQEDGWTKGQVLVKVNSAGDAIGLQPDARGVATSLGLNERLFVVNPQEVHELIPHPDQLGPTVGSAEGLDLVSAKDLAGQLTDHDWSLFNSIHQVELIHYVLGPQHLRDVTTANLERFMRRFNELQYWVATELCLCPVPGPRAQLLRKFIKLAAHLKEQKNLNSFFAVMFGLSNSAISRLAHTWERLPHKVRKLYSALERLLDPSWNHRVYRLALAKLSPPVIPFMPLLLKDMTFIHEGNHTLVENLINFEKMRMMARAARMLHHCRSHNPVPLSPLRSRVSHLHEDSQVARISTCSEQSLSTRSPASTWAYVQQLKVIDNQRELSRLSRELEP
# GLP1R cytotox: cytotoxicity counter-screen for GLP-1 receptor inverse agonists. 410,000 tested, 0.13% active. Potency, µM (doses to about 38.3 µM), inactives show at the highest dose activity change, negative = inhibition, usual class: inhibitors. HEK293 cAMP-luciferase reporter cells, luminescence, 24 h;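 further: loss of luciferase light is scored as toxicity; potency means the concentration at half of the fitted maximal effect; on the % scale 0 is the no-effect control and ±100 the full control effect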
#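 Cells in DMEM/10% Nu serum/1% pen-strep, 1536-well format. Pre-incubated 12 h, dosed with 23 nL compound, incubated a further 24 h. Luciferase detection, 12 min at room temp, luminescence.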
# EPAC1 ag: EPAC1 (human) agonism; O95398; EPAC1 agonist qHTS, biochemical assay; response scale: 100% = response to 6.5 mM cAMP; Potency, µM (series often up to 154 µM), inactives show top-dose activation, usual class: activators; 360,000 tested, 0.073% active; AID 720707; further: potency means the concentration at half of the fitted maximal effect; nearly all actives have a fitted effect of over 60% in size
#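 Normalized to 6.5 mM cAMP, activity reflects EPAC1-catalysed release of BODIPY-GDP from Rap1B, followed kinetically over 30 min at 480 nm excitation, 540 nm emission. Reaction contained 100 nM EPAC1, 250 nM Rap1B-BODIPY-GDP, 50 uM GDP.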
# PLK1 PBD inh: blocks phosphopeptide binding to human PLK1 polo-box domain. 360,000 tested, 2.8% active. P53350. AID 720504. Potency, µM, inactives show max response, negative = inhibition, actives largely listed as inhibitors. Plk1 PBD binding of FITC phosphopeptide, fluorescence polarization; further: potency means the concentration at half of the fitted maximal effect; series mostly up to about 57 µM; on the % scale 0 is the no-effect control and ±100 the full control effect; nearly all actives have a fitted effect of over 65% in size
# GLP1R inv ag: inverse agonists of human GLP-1 receptor. P43220. HEK293 GLP-1R CRE-luciferase, luminescence, 24 h; GLP-1R form is constitutively active. Potency, µM (series often up to 38.3 µM), for the others: top-dose activity change, negative = inhibition, most hits filed as inhibitors. 410,000 tested, 1.6% active. AID 624417; further: potency means the concentration at half of the fitted maximal effect; on the % scale 0 is the no-effect control and ±100 the full control effect; nearly all actives have a fitted effect of over 55% in size
#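 Using stably transfected HEK293 (constitutively active GLP-1R, cAMP-luciferase reporter), compounds were incubated 24 hr and luciferase measured by luminescence.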
# PI5P4K alpha inh: PI5P4K alpha (human) kinase inhibition; 330,000 tested, 1.2% active; max response, %; PI5P4Kalpha enzyme, ADP-Glo luminescence, 60 min; active compounds read low; P48426; active means max response of -50% or lower; inconclusive means between -30% and -50%; inactive means -30% or higher; further: value at the top dose of about 77 µM; on the % scale 0 is the no-effect control and ±100 the full control effect
#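 ADP-Glo luminescence end-point after a 60 min room-temperature kinase reaction. PI5P4Kalpha and substrate in HEPES pH 7.4 buffer with EGTA, 0.1% CHAPS and 5% DMSO; ATP at 5 microM final.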
# IL-2 act: IL-2 activation; AID 652025; IL-2 activation reporter assay, cell-based qHTS; stimulated with anti-CD3/CD4/CD28 beads; in transgenic mouse T cells; 360,000 tested, 0.065% active; activation, % (series mostly up to about 46 µM); in the data active means activation above about 50%; inconclusive means mostly about 30% to 49%; further: 0% is about no effect
#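 Quantitative HTS in unstimulated transgenic mouse T cells, with memory T cells as non-tolerant control and PMA/ionomycin as tolerance-bypass control. Compound pretreatment lasted 60 minutes before 18 h bead stimulation; EGFP/DsRed fluorescence read.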
# GLP1R ag: agonists of human GLP-1 receptor; HEK293 GLP-1R CRE-luciferase, luminescence, 4-6 h; cells express a hypersensitive GLP-1R form; 380,000 tested, 0.007% active; Potency, µM (highest dose often 45.6 µM), for the others: at the top dose activation, actives largely listed as activators; P43220; further: potency means the concentration at half of the fitted maximal effect; % of control where 0% means no effect
# * = called active by the depositor; i = inactive; ? = inconclusive; · = not tested or not shown; [ ] = remark or other dose. Unless noted, the call rests on the fitted dose curve; in most records, active means well fitted curve in the direction sought with a large enough effect; inconclusive means small, poorly fitted or top-dose-only effect, or another doubt; inactive means no such curve, though single readings can be large; an effect the other way counts as inactive or inconclusive. This is a subset. The share of hits here may be higher or lower than overall.
item	structure	PTHR1 ag	EPAC1 antag	GLP1R cytotox	EPAC1 ag	PLK1 PBD inh
1	COc1ccc(OC)c(C2c3c(oc4ccccc4c3=O)C(=O)N2CCCN(C)C)c1 (stereo not drawn)	-27%[57.5 µM]	0%	2%	16%	-2%
2	COc1cc(C(C)=O)ccc1OCC(=O)N(CCC1=CCCCC1)c1c(N)n(Cc2ccccc2)c(=O)[nH]c1=O	-2%	-8%	6%	-25%	6%
3	Cc1ccc(C2C3=C(CC(C)(C)CC3=O)Nc3onc(C)c32)cc1 (stereo not drawn)	-11%	-14%	-16%	1%	-3%
4	O=C(CCS(=O)(=O)c1cc(Br)cc2c1N(C(=O)C1CC1)CC2)NCC1CCCO1 (stereo not drawn)	i	5%	7%	5%	-7%
5	NC(=O)N/N=C/c1c(Sc2nnnn2-c2ccccc2)nc2ccccn2c1=O	-4%	-1%	-11%	-10%	-5%
6	CN1CCCC1=Nc1c2c(nc3ccccc13)N(C)CC2	i	19%	3%	-4%	-2%
7	CC(=O)Nc1ccc(NC(=O)C(C)OC(=O)C23CC4CC(CC(Cl)(C4)C2)C3)cc1 (stereo not drawn)	i	-14%	-2%	9%	4%
8	Cc1ccc(NS(=O)(=O)c2ccc(-n3cccn3)cc2)cc1F	i	-21%	-5%	-9%	-12%
9	COc1ccc(NC(=O)C2c3ccccc3OCC(=O)N2Cc2cccnc2)cc1 (stereo not drawn)	-21%	7%	-13%	4%	2%
10	Cc1ccc(C)c(Cn2c(=O)n(Cc3ccc(C(=O)NC4CCN(Cc5ccccc5)CC4)cc3)c(=O)c3ccccc32)c1	-60%[inhibitor]	·	6%	·	·
11	COc1ccccc1CNC(=O)c1cc2sccc2n1Cc1ccc(F)cc1	-3%	·	-6%	·	·
12	Cc1cc(C)c(CSc2ncc(-c3ccc([N+](=O)[O-])cc3)[nH]2)c(C)c1	-13%	-22%	-13%	17%	-7%

item	GLP1R inv ag	PI5P4K alpha inh	IL-2 act	GLP1R ag
1	0%	4	0.9	-5%
2	44%[activator]	-3	-1.7	-3%
3	?	4	0.4	7%
4	3%	-2	0.9	7%
5	?	-7	1.6	-4%
6	22%	1	-1.9	8%
7	-23%	-2	-0.6	3%
8	?	19	-3.7	8%
9	5%	1	-0.7	-2%
10	9%	·	·	0%
11	?	·	·	-2%
12	8.9µM*	16	-0.1	-36%[inhibitor]

# Additional entries
item	structure	PTHR1 ag	EPAC1 antag	GLP1R cytotox	EPAC1 ag	PLK1 PBD inh
13	Cc1cccc(C(=O)Nc2ccc(N3CCN(c4ccc(C(F)(F)F)cn4)CC3)nc2)c1	-2%	7%	1%	-2%	5%
14	Cc1ccc(OC(C)C(=O)N/N=C/c2ccccn2)cc1 (stereo not drawn)	-11%	-2%	1%	7%	-2%
15	CC(C)(C)n1nnnc1C(c1cccs1)N(Cc1ccc(Cl)cc1)CC1CCCO1 (stereo not drawn)	i	-14%	-3%	16%	-5%
16	COc1ccc(C=NCCc2ccc(OC)c(OC)c2)cc1OC	i	3%	2%	-8%	-1%
17	CCN(CC(=O)NC1CCCCC1)S(=O)(=O)c1ccc(Cl)cc1	i	-21%	16%	0%	-5%
18	Cc1ccc(S(=O)(=O)N2CCN(C(=O)CCC(=O)NCc3ccc(F)cc3)CC2)cc1	i	9%	2%	1%	-8%
19	CCOC(=O)N1CCN(C(=O)c2cc3c(=O)n4ccccc4nc3s2)CC1	i	13%	26%	5%	6%
20	NS(=O)(=O)c1ccc(NC(=S)NC(=O)C2CCCCC2)cc1	-16%	0%	-7%	6%	-10%
21	CCOC(=O)C1(Cc2ccccc2C)CCCN(C(=O)c2ccc3nccnc3c2)C1 (stereo not drawn)	-12%	2%	-11%	4%	-3%
22	NC(=O)C1(c2ccccc2)OC1c1ccccc1 (stereo not drawn)	-3%	-4%	4%	-20%	3%
23	COc1ccccc1NC(=O)COC(=O)c1ccc2c(c1)nc(C)n2-c1ccccc1	-24%	-1%	0%	-2%	-8%
24	Cc1ccc(SCc2nc(-c3cccnc3)no2)cc1	-12%	-2%	9%	6%	-10%

item	GLP1R inv ag	PI5P4K alpha inh	IL-2 act	GLP1R ag
13	0%	-7	-1.6	0%
14	8%	-2	-0.5	2%
15	5µM*	4	-0.5	1%
16	11%	2	-0.2	5%
17	2%	12	1.9	-2%
18	-12%	-4	1.7	1%
19	10%	-4	-0.7	6%
20	42%[activator]	1	-0.9	21%
21	-1%	-8	4.0	1%
22	5%	-14	1.3	-4%
23	19%	2	-0.2	18%
24	-17%	-3	-0.1	28%

# Further records.
item	structure	PTHR1 ag	EPAC1 antag	GLP1R cytotox	EPAC1 ag	PLK1 PBD inh
25	C[C@@H]1CN([C@H](C)CO)C(=O)CCCn2nncc2CO[C@H]1CN(C)S(=O)(=O)c1ccc(C#N)cc1	-17%	-9%	-2%	-2%	-12%
26	COc1ccc(Cl)cc1S(=O)(=O)N(C)CC(=O)NCc1ccccn1	-23%	3%	2%	7%	-4%
27	CCN(CC(=O)Nc1c(F)cccc1F)C(=O)/C=C/c1ccc(C)o1	-19%	9%	-12%	11%	-4%
28	Cc1ccc(C)c(S(=O)(=O)N2CCCCC2CCNC(=O)C(=O)NCCc2ccco2)c1 (stereo not drawn)	-6%	-9%	-19%	-7%	1%
29	C[C@H]1CCCCO[C@@H](CN(C)S(=O)(=O)c2ccc(F)cc2)[C@@H](C)CN([C@@H](C)CO)C(=O)c2cc(NC(=O)Nc3ccc4c(c3)OCO4)ccc2O1	-21%	-10%	1%	-11%	-16%
30	Cc1ccc2nc(Cl)c3cc(C(=O)N(CCN(C)C)Cc4ccco4)sc3c2c1	i	-12%	?	-7%	-7%
31	CCn1c(SCC(=O)NCC(=O)Nc2ccc(F)cc2)nnc1-c1cccs1	?	8%	8%	14%	2%
32	Cc1ccc(CC(=O)N2CCN(c3ccccn3)CC2)cc1	i	1%	7%	-2%	-4%
33	COc1cc(NC(=O)C2CCN(S(=O)(=O)c3ccc4c(c3)CC(C)N4C(C)=O)CC2)cc(OC)c1OC (stereo not drawn)	i	15%	0%	11%	-2%
34	Cc1ccc(-c2cc(C(=O)Nc3cc(C)on3)no2)cc1	i	-12%	11%	-6%	-3%
35	O=C(Nc1nc2ccccc2[nH]1)c1cccc(F)c1	-28%	20%	?	0%	-3%
36	Cc1cc(C)nc(SCC(=O)O)n1	-3%[57.5 µM]	0%	-2%	1%	-6%

item	GLP1R inv ag	PI5P4K alpha inh	IL-2 act	GLP1R ag
25	3%	5	4.4	-5%
26	-5%	6	-0.4	7%
27	-9%	-4	-3.3	8%
28	?	2	-3.1	12%
29	?	-8	2.6	21%
30	0%	15	-6.6	7%
31	-4%	·	0.3	12%
32	-2%	-2	-0.9	3%
33	39%[activator]	6	-3.9	11%
34	1%	5	-3.7	-1%
35	?	-4	-0.1	1%
36	0%	1	0.1	-11%

# 5 entries from above, ordered by molar mass, lowest first:
item	structure	PTHR1 ag	EPAC1 antag	GLP1R cytotox	EPAC1 ag	PLK1 PBD inh
34	Cc1ccc(-c2cc(C(=O)Nc3cc(C)on3)no2)cc1	i	-12%	11%	-6%	-3%
32	Cc1ccc(CC(=O)N2CCN(c3ccccn3)CC2)cc1	i	1%	7%	-2%	-4%
28	Cc1ccc(C)c(S(=O)(=O)N2CCCCC2CCNC(=O)C(=O)NCCc2ccco2)c1 (stereo not drawn)	-6%	-9%	-19%	-7%	1%
33	COc1cc(NC(=O)C2CCN(S(=O)(=O)c3ccc4c(c3)CC(C)N4C(C)=O)CC2)cc(OC)c1OC (stereo not drawn)	i	15%	0%	11%	-2%
29	C[C@H]1CCCCO[C@@H](CN(C)S(=O)(=O)c2ccc(F)cc2)[C@@H](C)CN([C@@H](C)CO)C(=O)c2cc(NC(=O)Nc3ccc4c(c3)OCO4)ccc2O1	-21%	-10%	1%	-11%	-16%

item	GLP1R inv ag	PI5P4K alpha inh	IL-2 act	GLP1R ag
34	1%	5	-3.7	-1%
32	-2%	-2	-0.9	3%
28	?	2	-3.1	12%
33	39%[activator]	6	-3.9	11%
29	?	-8	2.6	21%

# Single values from the list.
# GLP1R cytotox with COc1cc(NC(=O)C2CCN(S(=O)(=O)c3ccc4c(c3)CC(C)N4C(C)=O)CC2)cc(OC)c1OC (stereo not drawn) is entered as 0%
# EPAC1 ag with Cc1cc(C)nc(SCC(=O)O)n1 is entered as 1%

# New compounds follow:
item	structure	PTHR1 ag	EPAC1 antag	GLP1R cytotox	EPAC1 ag	PLK1 PBD inh
37	CCCCCCN1CC(=O)N2Cc3[nH]c4ccccc4c3C[C@H]2C1=O	i	-6%	-6%	0%	-4%
38	Cc1ccc(CCNC(=O)c2cc(-c3ccncc3)nc3ccc(S(=O)(=O)N4CCOCC4)cc23)cc1	-22%	-14%	7%	7%	-5%
39	COc1ccc(Cl)cc1S(=O)(=O)NC(C)C(=O)NCc1cccnc1 (stereo not drawn)	-18%	1%	1%	-9%	3%
40	COCC(C)NC(=O)CSc1nc2cc(S(=O)(=O)N3CCCCC3)ccc2o1 (stereo not drawn)	i	2%	-5%	-6%	4%
41	CCCN1C(=O)COc2ccc(C(=O)c3ccccc3C(=O)O)cc21	i	12%	-5%	4%	-3%
42	COc1ccc(/C=C2/SC(=S)N(CCCC(=O)Nc3ccc(O)cc3)C2=O)cc1	-29%	-15%	?	21%	-16%
43	COc1ccc(CCN=C(N)NS(=O)(=O)c2cccs2)cc1OC	i	9%	2%	1%	-11%
44	Cc1ccc(S(=O)(=O)N2CCCCC2)cc1NC(=O)COC(=O)Cc1cccc2ccccc12	-5%	-27%	2%	5%	-2%

item	GLP1R inv ag	PI5P4K alpha inh	IL-2 act	GLP1R ag
37	?	6	0.4	4%
38	7%	-2	-1.1	-3%
39	-5%	7	2.1	0%
40	29%	4	-0.3	-6%
41	3%	4	-0.3	-1%
42	5.6µM*	5	-3.7	5%
43	49%[activator]	4	-1.5	18%
44	?	8	-3.9	7%
